PKM2 act: PKM2 (human) enzyme activation. P14618. purified PKM2, Kinase-Glo ATP luminescence, activation; response scale: 0% is enzyme alone, no compound. Potency, µM (top dose mostly 57.5 µM), without a hit: top-dose activation, usual class: activators. 0.34% of 260,000 active. AID 1631; also: potency is read from the fitted curve at half-maximal effect; % is scaled to controls: 0 for no effect and ±100 for the full control effect; nearly all actives have a fitted effect of over 55% in size
Target sequence (P14618 whole entry, looked up): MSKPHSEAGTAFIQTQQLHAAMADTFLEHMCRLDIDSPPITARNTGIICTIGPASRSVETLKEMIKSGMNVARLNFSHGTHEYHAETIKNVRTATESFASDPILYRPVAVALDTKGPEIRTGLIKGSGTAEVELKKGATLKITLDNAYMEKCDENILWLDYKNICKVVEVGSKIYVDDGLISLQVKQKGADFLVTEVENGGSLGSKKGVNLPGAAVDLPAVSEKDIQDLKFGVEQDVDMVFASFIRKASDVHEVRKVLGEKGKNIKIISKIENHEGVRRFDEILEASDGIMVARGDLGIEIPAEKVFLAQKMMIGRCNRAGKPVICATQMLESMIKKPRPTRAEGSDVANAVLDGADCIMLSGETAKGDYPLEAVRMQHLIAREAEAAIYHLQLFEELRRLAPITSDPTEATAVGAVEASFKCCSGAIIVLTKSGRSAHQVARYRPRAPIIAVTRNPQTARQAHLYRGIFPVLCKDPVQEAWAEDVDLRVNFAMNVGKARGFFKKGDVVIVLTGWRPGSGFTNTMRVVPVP
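hPK-M2, >95% pure; 0.1 mM ADP / 0.5 mM PEP final; imidazole pH7.2 buffer w/ 7 mM MgCl2, 50 mM KCl; 1 h RT; Kinase-Glo lum. Intermediate enzyme activity for dual inhibitor/activator qHTS.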
Rab9 prom act: activates the Rab9 promoter; Huh7 Rab9 promoter-luciferase reporter, luminescence, 24 h; Potency, µM (titrated, usually from 9.22 µM), for inactives: top-dose activation, negative = inhibition, most hits filed as activators; AID 485297; 2.8% of 320,000 active; also: potency is read from the fitted curve at half-maximal effect; % of control where 0% means no effect; nearly all actives have a fitted effect of over 60% in size
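Luminescence read-out: Huh7 cells stably expressing Rab9-luciferase, treated 24 h with compound at 37 °C, then lysed with luciferase reagent for 10 min at ambient before reading.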
Giardia kill: kills Giardia lamblia; Giardia lamblia trophozoite viability; activity change, % at 7.66 µM, hits read low; 0.15% of 340,000 active; in the data active = activity change below about -80%; inconclusive = between about -30% and that limit;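 also: parasites exposed to compound for two days anaerobically before the ATP read; % is scaled to controls: 0 for no effect and ±100 for the full control effect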
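Giardia trophozoites, 100 cells per well, were exposed to compounds for 48 hrs at 37 deg C under anaerobic conditions; viability was then read as ATP content by bioluminescence after 15-30 min at room temperature.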
VP16 counter: counter-screen for ROR gamma inhibitors: Gal4-VP16 reporter; Drosophila S2 Gal4-VP16 UAS-luciferase, luminescence, 20 h; Potency, µM (series often up to 53.6 µM), inactives show top-dose activity, negative = inhibition, hits mostly inhibitors; 3.5% of 310,000 active;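 also: Gal4-VP16 expression switched on by copper sulfate through the metallothionein promoter; potency is read from the fitted curve at half-maximal effect; % is scaled to controls: 0 for no effect and ±100 for the full control effect; nearly all actives have a fitted effect of over 50% in size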
p53 reactivation: restores transcriptional activity of mutant p53; Potency, µM (series often up to 92.2 µM), for inactives: top-dose activity change, positive = activation, usual class: activators; H1299 p53-A138V BP100-luciferase reporter, luminescence, 24 h; 0.063% of 320,000 active; also: potency is read from the fitted curve at half-maximal effect; % of control where 0% means no effect; nearly all actives have a fitted effect of over 45% in size
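H1299 (p53-null), stable ts p53-A138V + BP100-Luc; 1000 cells/well, Opti-MEM/10% FBS; cpd 4 pt, 1:5; 24 h, 37 deg C, 5% CO2; detection reagent 10 min RT; luminescence.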
RORg inh: inhibitors of mouse ROR gamma transcriptional activity | Drosophila S2 Gal4-RORgamma UAS-luciferase reporter, 20 h | P51450 | 5.4% of 310,000 active | Potency, µM (highest dose often 53.6 µM), inactives show at the highest dose activity change, negative = inhibition, actives largely listed as inhibitors; also: potency is read from the fitted curve at half-maximal effect; % is scaled to controls: 0 for no effect and ±100 for the full control effect; nearly all actives have a fitted effect of over 60% in size
Target sequence (P51450 whole entry, looked up, the tested form may be a part): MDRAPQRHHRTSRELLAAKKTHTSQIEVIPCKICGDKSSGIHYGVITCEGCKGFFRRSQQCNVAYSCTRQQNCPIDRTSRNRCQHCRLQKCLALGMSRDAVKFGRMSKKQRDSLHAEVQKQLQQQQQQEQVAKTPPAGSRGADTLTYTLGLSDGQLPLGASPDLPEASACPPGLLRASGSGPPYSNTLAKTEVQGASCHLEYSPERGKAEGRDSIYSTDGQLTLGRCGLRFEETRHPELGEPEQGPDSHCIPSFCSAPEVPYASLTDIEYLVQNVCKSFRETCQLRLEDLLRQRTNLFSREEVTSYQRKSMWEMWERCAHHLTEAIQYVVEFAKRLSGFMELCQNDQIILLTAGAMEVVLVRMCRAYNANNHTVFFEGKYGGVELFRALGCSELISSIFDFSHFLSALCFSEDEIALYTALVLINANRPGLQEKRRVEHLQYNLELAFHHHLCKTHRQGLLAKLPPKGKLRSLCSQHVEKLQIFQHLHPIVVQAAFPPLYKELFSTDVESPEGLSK
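Using a luciferase readout, inhibitors were identified by reduced reporter activity in Drosophila cells coexpressing a copper-inducible Gal4–ROR gamma fusion and UAS-driven Photinus luciferase, incubated 20 hr after 700 uM copper sulfate.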
BRCA1 expr act: increases BRCA1 expression | 1.1% of 380,000 active | MCF7-BRCA1-FFLuc reporter, luminescence, 48 h; response scale: scaled: vehicle 0%, 10 µM genistein 100% | Potency, µM (doses to about 46.1 µM), for inactives: top-dose activation, actives largely listed as activators; also: potency is read from the fitted curve at half-maximal effect; nearly all actives have a fitted effect of over 80% in size; some results filed as inactive show a strong effect at the top dose
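48 h compound treatment of MCF7-BRCA1-FFLuc cells (phenol-red free MEM, 37 °C), then 15 min with luciferase substrate and luminescence imaging.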
Menin MLL FP TR: inhibitors of human menin-MLL interaction, mutant MLL peptide. Menin + Texas Red MLL mutant peptide, fluorescence polarization. Potency, µM (doses to about 61.6 µM), for the others: top-dose FP activity change, negative = inhibition, hits mostly inhibitors. 0.23% of 270,000 active. O00255; active = well fitted inhibition curve with a large enough effect in the polarisation, with a control signal flat, not every such curve was filed as active; inconclusive = small, poorly fitted or top-dose-only effect, or effect the other way, or a change in a side signal; inactive = no such curve, though single readings can be large or run the other way; the % refers to the polarisation; also: potency is read from the fitted curve at half-maximal effect; % of control where 0% means no effect; many of its hits are not listed in these tables
FLuc modulator: inhibits or activates purified firefly luciferase, miR-21 counter-screen; AID 588342; P08659; 6.9% of 360,000 active; Potency, µM (highest dose often 57.5 µM), for inactives: top-dose activity change, negative = inhibition, usual class: inhibitors; purified FLuc, Km substrates, luminescence inhibition;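 also: potency is read from the fitted curve at half-maximal effect; plate controls were vehicle for no effect and reference inhibitor for full effect; nearly all actives have a fitted effect of over 55% in size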
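Purified P. pyralis luciferase, 10 nM final, with Km-level 10 uM D-luciferin and 10 uM ATP in 50 mM Tris acetate pH 7.5, 10 mM Mg acetate, 0.01% Tween-20, 0.05% BSA; 6-point qHTS titration about 60 µM downward; luminescence read.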
ELG1 genotox: inducers of genotoxicity in HEK293T ELG1-luciferase cells. HEK293T ELG1-luciferase reporter, luminescence, 16 h. Potency, µM (highest dose often 46 µM), for the others: at the highest dose activity change, positive = activation, actives largely listed as activators. 1.3% of 330,000 active. AID 504466; also: potency is read from the fitted curve at half-maximal effect; % of control where 0% means no effect; nearly all actives have a fitted effect of over 60% in size
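DMSO vehicle served as control against compound-treated ELG1-luciferase HEK293T cells; exposure lasted 16 hr at 37 °C and 5% CO2, followed by ONE-Glo luminescence detection after 30 min.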
NPC1 prom act: activators of NPC1 promoter | Huh7 NPC1 promoter luciferase reporter, 24 h | Potency, µM (doses to about 9.22 µM), inactives show top-dose activation, most hits filed as activators | 2.4% of 320,000 active | AID 485313;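 also: potency is read from the fitted curve at half-maximal effect; % of control where 0% means no effect; nearly all actives have a fitted effect of over 60% in size; reporter is driven by a mutant NPC1 promoter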
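Luciferase expression driven by the NPC1 promoter was measured in stably transfected Huh7 cells after a 24 h compound incubation, using a luciferase reagent and a luminescence read.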
An asterisk follows results filed as active; ? = inconclusive; . = not tested or not shown; & = joins results of further samples; [ ] = dose if it differs, or a comment. Unless noted, calls follow the shape of the dose curve; as a rule, active = well fitted curve in the direction sought with a large enough effect; inconclusive = small, poorly fitted or top-dose-only effect, or another doubt; inactive = no such curve, though single readings can be large; an effect the other way counts as inactive or inconclusive.

Molecule	PKM2 act	Rab9 prom act	Giardia kill	VP16 counter	p53 reactivation	RORg inh	BRCA1 expr act	Menin MLL FP TR	FLuc modulator	ELG1 genotox	NPC1 prom act
Cc1ccc(C(=O)N/C(=C\c2cccc([N+](=O)[O-])c2)C(=O)NCc2ccncc2)cc1	1%	-2%	-6	1%	5%	29%	-14%	-3%	2%	1%	-2%
O=C(Nc1ccc([N+](=O)[O-])cc1)Nc1ccc(Cl)cc1F	-15%	-22%	2	-14%	-3%	12%	-57%	?	4%	0%	0%
Fc1ccc(C2=Nn3c(nnc3-c3n[nH]c4c3CCC4)SC2)cc1	0%	-4%	-19	10%	-10%	?	-87%	-22%	1%	18µM*	-2%
CS(=O)(=O)N(CC(=O)O)c1cccc(Cl)c1	2%	-3%	-9	-3%	9%	-7%	0%	9%	-2%	2%	-1%
CCC1(c2ccc(F)cc2)NC(=O)N(CC(=O)Nc2cc(S(=O)(=O)N(C)C)ccc2Cl)C1=O (centres undefined)	6%	-3%	10	2%	-3%	10%	-3%	10%	-2%	-11%	-3%
Clc1cccc(Oc2ncc(CN3CCOCC3)s2)c1	6%	10%	11	-22%	13%	?	84%	3%	-1%	1%	3%
CC(=O)c1ccc(S(=O)(=O)N2CCN(C(C)=O)CC2)cc1	0%	-2%	-5	-8%	1%	-1%	-14%	-4%	0%	1%	-2%
CCCCc1c(C)nn(-c2nnc3c4ccccc4n(CC)c3n2)c1C	4%	-5%	1	4µM*	6%	1.8µM*	-85%	?	?	-5%	-2%
Cc1ccc(S(=O)(=O)N(CC(=O)N2CCOCC2)C2CCCCC2)cc1	-3%	12%	13	11%	-12%	17%	1%	-20%	1%	3%	-3%
Cc1ccc([N+](=O)[O-])cc1-c1[nH]c(-c2ccc(O)c(O)c2)nc1-c1ccccc1	17%	4%	-4	-2%	8%	?	-23%	?	2%	0%	-1%
Nc1nonc1-n1nnc(C(=O)N/N=C/c2ccc(Br)cc2)c1-c1ccc2c(c1)OCO2	.	0%	-18	-12%	-7%	-3%	-39%	.	2%	-10%	9%
Cc1ccc(N(Cc2cc3ccc(C)cc3[nH]c2=O)S(=O)(=O)c2ccccc2)cc1	.	-2%	-2	-2%	-1%	23%	-36%	17%	0%	-10%	-1%
Fc1ccc(N2CCN(Cc3cnc(Oc4ccc(Br)cc4)s3)CC2)cc1	-13%	-1%	-7	?	11%	5%	0%	-9%	0%	12%	5%
CCCCC(=O)Nc1nc2c(OC)cc([N+](=O)[O-])cc2s1	10%	-2%	-8	-8%	-1%	?	-16%	?	6%	-1%	5%
Cc1cc(C)c(S(=O)(=O)N(C)CC(N)=O)c(C)c1	-11%	-2%	-4	-7%	-8%	-18%	-1%	-4%	-1%	2%	0%
Cc1cc(C(=O)NCC(c2ccco2)N2CCCC2)c2ccccc2n1 (centres undefined)	.	1%	42[activator]	.	6%	.	0%	.	1%	2%	5%
COc1ccccc1CNC(=O)C(=O)c1cn(CC(=O)N2CCCC2)c2ccccc12	-2%	6%	-5	22%	-9%	16%	55%	.	?	3%	17%
Cc1ccc(NC(=O)C2CCCN(C(=O)NCc3ccccc3)C2)c(C)c1 (centres undefined)	-7%	1%	-5	2%	-2%	1%	-30%	0%	-1%	-12%	-1%
CC1CCC2(CC1)NC(=O)N(CC(=O)Nc1ccc3c(c1)CCC3)C2=O (centres undefined)	2%	-10%	-8	-3%	-8%	22%	-11%	.	1%	0%	-10%
CCCN(CC(=O)Nc1ccccc1OC)C(=O)c1ccc2c(c1)NC(=O)C(C)S2 (centres undefined)	.	1%	2	.	?	.	-24%	.	0%	0%	-1%
CC(=O)Nc1cc(C(=O)NCc2ccco2)ccc1Sc1ccc(F)cc1	-4%	10%	-16	?	-14%	29%	-2%	-3%	5%	-2%	0%
CCOC(=O)C1C(=O)NCC1c1ccccc1 (centres undefined)	-4%	5%	7	11%	0%	-19%	8%	5%	4%	1%	-4%
O=C(Nc1ccc(Br)cc1)c1cc2ccccn2n1	-5%	0.32µM*	-14	3%	14%	-2%	?	.	0.95µM*	?	0.56µM*
COC(=O)C1=C(C)N(CCc2cc(OC)c(OC)c(OC)c2)C(=O)N[C@H]1c1ccc(Br)cc1	3%	-9%	.	2%&-9%	-5%	11%&37%	.	-1%&-5%	8%	-6%	-3%
Cc1cc(=O)c2cccc(Br)c2[nH]1	0%	-5%	5	-5%	-1%	-39%	-48%	-29%	1%	-1%	-4%
COc1ccccc1Cn1c(=S)[nH]c2cc(C(=O)NC(C)C)ccc2c1=O	.	-5%	-7	-10%	-7%	0%	-1%	?	-5%	5%	-3%
CCCCCN(C(=O)CCC(=O)OCC(=O)N(C)c1ccccc1)c1c(N)n(CCCC)c(=O)[nH]c1=O	.	1%	-1	.	-6%	.	2%	.	0%	3%	0%
Cn1c(=O)c(Oc2ccc(Cl)cc2)c(O)c2ccccc21	-6%	-8%	10	-1%	-10%	12%	21%	21%	1%	-7%	-1%
CCCCNC(=O)NCc1cnn(C)c1C	3%	-4%	-9	-5%	6%	-8%	19%	-7%	-9%	2%	-4%
Cc1ccc(Nc2cc(-n3cccn3)ncn2)c(C)c1	-4%	2.5µM*	-7	1%	?	5%	3.2µM*	2%	11µM*	7.3µM*	3.5µM*
O=C(C1CCN(Cc2nc(-c3ccc(Cl)cc3)no2)CC1)N1CCOCC1	-5%	2%	13	4%	3%	15%	-31%	.	4%	-7%	2%
C=CCSc1nc2sc3c(c2c(=O)n1-c1ccccc1)CCN(C)C3	.	-5%	45[activator]	6%	-1%	-22%	30%	?	1%	-1%	2%
O=[N+]([O-])c1cccc(-c2ncc3ccccn23)c1	2%	?	-19	22%	12%	-15%	56%	2%	-16%	17%	1%
CC(=O)c1cc(C#N)c(Oc2ccc(F)cc2)nc1C	0%	-1%	1	-8%	-4%	41%	1%	5%	-1%	1%	1%
Cc1ccc(S(=O)(=O)c2c(C)nn(-c3ccccc3)c2OC(=O)c2ccc(Br)o2)cc1	-2%	1%	-1	-3%	-10%	-7%	-25%	18%	-12%	-1%	-1%
COc1ccc(C(=O)OC(COc2ccccc2)Cn2ccnc2)cc1 (centres undefined)	1%	12%	37[activator]	-6%	2%	-3%	-3%	4%	0%	3%	-2%
O=C(Cn1cnc2c(nnn2Cc2ccccc2)c1=O)NCc1ccccc1Cl	-2%	-1%	44[activator]	3%	1%	26%	-8%	.	1%	-3%	-4%
OC1CSc2nc3ccccc3n2C1 (centres undefined)	2%	-1%	0	-2%	1%	2%	-7%	-11%	1%	-3%	-6%
CC(=O)Nc1cccc(C(=O)/C=C/c2ccc(N(C)C)cc2)c1	-3%	25%	3	6%	?	?	96%	38%[activator]	2.7µM*	?	2%
CC(C)C(NS(=O)(=O)c1ccc2c3c(cccc13)C(=O)N2)C(=O)O (centres undefined)	6%	-1%	-8	1%	2%	18%	-4%	-2%	4%	0%	-3%
CCCCc1cc(=O)oc2cc(C)cc(OCC(=O)NCc3cccnc3)c12	.	-6%	3	-13%	-3%	-20%	-24%	.	-1%	-3%	-1%
CCCCC1CC(/C(C)=N/NC(N)=O)OC1=O (centres undefined)	-13%	-20%	-4	-7%	3%	-9%	-10%	11%	12%	0%	-5%
COc1ccc(O)c(C(=O)/C=C/c2cc3ccccc3o2)c1	-3%	-7%	4	-4%	.	-12%	-21%	20%	?	.	-2%
Cc1ccccc1-n1c(SCC(=O)N2CCCCC2)nc(O)cc1=O	3%	1%	20	2%	-3%	-16%	-9%	.	0%	5%	-3%
COC(=O)C1=CN(c2cc(C)cc(C)c2)C=C(C(=O)OC)C1c1cccc(F)c1	2%	10%	-4	-2%	1%	-1%	11%	-13%	0%	0%	-7%
c1cncc(CNc2cccc(-c3nc4ccccc4[nH]3)c2)c1	8%	2.5µM*	-2	-2%	15%	?	?	7%	7.6µM*	?	2.8µM*
COC(=O)c1c(-c2ccc(OC)cc2)oc2ccc(-c3ccc(OC)nc3)cc12	-4%	-2%	-5	1%	.	-11%	-11%	14%	4%	-4%	-1%
Cc1cc(OCC(=O)N2CCN(c3ccccc3)CC2)c2c(C)c(C)c(=O)oc2c1	.	4%	9	-13%	0%	-11%	-2%	2%	2%	7%[9.26 µM]	-8%
CCN(CC)S(=O)(=O)c1ccc(NC(=S)NC(=O)CC(C)C)cc1	10%	1%	-3	?	2%	?	-15%	14%	0%	-2%	-5%

This is a subset, so the mix of outcomes need not match the whole.
